Compound activity (PubChem)
IMPase Li cell = IMPase inhibition in cells with lithium potentiation; CHO-M1 cells, IP1 TR-FRET (IP-One), carbachol + lithium; Potency, µM (series often up to 59.4 µM), without a hit: top-dose activity, negative = IMPase inhibition, most hits filed as inhibitors; hit rate 0.35% among 210,000; AID 1457;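 further: IP1 builds up when IMPase is blocked and the TR-FRET signal falls; potency means the concentration at half of the fitted maximal effect; plate controls were basal vehicle for no effect and high inhibitor control for full effect; nearly all actives have a fitted effect of over 50% in size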
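Readout is a homogeneous TR-FRET IP1 immunoassay (Ex 320, Em 665 and 620), where raised cytosolic IP1 lowers signal. Cells were CHO-M1 treated 30 min at 37C with test compounds plus a little lithium; AC50 values came from Hill-equation fitting.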
LMNA splice mod = LMNA splicing modulation. HeLa LMNA splicing GFP/RFP minigene ratio, 48 h. Potency, µM (titrated, usually from 46.1 µM), inactives show top-dose ratio change, negative = inhibition, hits mostly inhibitors. hit rate 0.01% among 200,000. AID 1487; active means well fitted inhibition curve with a large enough effect in the signal ratio, with a control signal flat, not every such curve was filed as active; inconclusive means small, poorly fitted or top-dose-only effect, or effect the other way, or a change in a side signal; the % refers to the signal ratio; further: potency means the concentration at half of the fitted maximal effect; on the % scale 0 is the no-effect control and ±100 the full control effect
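S3 HeLa stable clones carrying a lamin A-EGFP splicing minigene plus DsRed2 were seeded at 600 cells/well in Opti-MEM with 2% FBS, pin-dosed and incubated 48 h at 37°C. Acumen cytometry (488 nm) gave the GFP/RFP total-intensity ratio.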
Epigenetic reg = derepresses silenced GFP reporter in murine cells | murine LDR cells, GFP reporter derepression, 30 h | Potency, µM (titrated, usually from 53.9 µM), inactives show at the highest dose GFP activation, actives largely listed as activators | hit rate 0.2% among 280,000; further: potency means the concentration at half of the fitted maximal effect; % of control where 0% means no effect; nearly all actives have a fitted effect of over 60% in size
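Murine LDR cells bearing a silenced CMV-driven GFP reporter were exposed to compound for 30 h at 37 C. After PBS washes, GFP-positive cells (20-120 um objects) counted by laser-scanning microplate cytometry.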
KinaseGlo FLuc = blocks Kinase-Glo luciferase, a counter-screen artifact. Q27757. Kinase-Glo luciferase, ATP luminescence, 8 min. Potency, µM (top dose mostly 38.3 µM), for inactives: at the top dose activity change, negative = inhibition, usual class: inhibitors. hit rate 0.28% among 200,000; further: potency means the concentration at half of the fitted maximal effect; on the % scale 0 is the no-effect control and ±100 the full control effect; nearly all actives have a fitted effect of over 60% in size
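Luminescence was the read-out, taken after 8-minute incubation at ambient temperature. Luciferase turned over luciferin with 10 uM ATP in imidazole pH 7.2 buffer containing KCl, MgCl2, Tween 20 and BSA.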
CBFb-RUNX1 inh = CBF-beta/RUNX1 interaction disruption; Q01196+Q13951; AlphaScreen CBFb-His/RUNX1-biotin binding, biochemical; Potency, µM (highest dose often 59.8 µM), inactives show top-dose activity, negative = inhibition, hits mostly inhibitors; 230,000 tested, under 10 active; AID 1477; further: % of control where 0% means no effect
Target sequence (Q01196 whole entry, looked up): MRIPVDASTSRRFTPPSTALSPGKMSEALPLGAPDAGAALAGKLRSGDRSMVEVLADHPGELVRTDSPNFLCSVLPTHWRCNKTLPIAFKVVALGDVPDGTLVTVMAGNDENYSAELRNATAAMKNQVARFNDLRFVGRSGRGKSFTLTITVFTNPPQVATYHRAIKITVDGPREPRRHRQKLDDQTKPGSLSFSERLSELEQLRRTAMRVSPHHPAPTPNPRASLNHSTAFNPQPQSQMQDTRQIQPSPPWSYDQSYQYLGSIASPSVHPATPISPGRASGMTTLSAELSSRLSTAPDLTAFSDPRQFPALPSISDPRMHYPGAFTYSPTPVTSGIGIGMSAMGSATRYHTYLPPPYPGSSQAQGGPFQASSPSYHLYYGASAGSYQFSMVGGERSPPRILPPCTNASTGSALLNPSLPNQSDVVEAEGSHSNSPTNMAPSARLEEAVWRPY
Target sequence (Q13951 whole entry, looked up): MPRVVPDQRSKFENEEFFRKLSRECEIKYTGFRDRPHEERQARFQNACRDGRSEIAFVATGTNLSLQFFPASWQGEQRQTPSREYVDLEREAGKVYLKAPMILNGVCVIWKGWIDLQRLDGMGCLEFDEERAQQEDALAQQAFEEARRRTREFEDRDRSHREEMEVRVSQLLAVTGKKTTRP
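Compounds were screened at multiple concentrations against a preformed CBF-beta(His)/RUNX1(biotin) complex (30 nM of each) for 15 min at room temperature, followed by 90 min with nickel and streptavidin beads and AlphaScreen reading.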
NPSR antagonist = blocks cAMP signaling of the human neuropeptide S receptor | hit rate 1% among 220,000 | Q6W5P4 | AID 1461 | Potency, µM (doses to about 38.3 µM), for the others: at the highest dose activity change, negative = inhibition, hits mostly inhibitors | CHO-NPSR cells, cAMP TR-FRET, antagonist mode; further: potency means the concentration at half of the fitted maximal effect; on the % scale 0 is the no-effect control and ±100 the full control effect; nearly all actives have a fitted effect of over 50% in size; many of its hits are not listed in these tables
Target sequence (Q6W5P4 whole entry, looked up): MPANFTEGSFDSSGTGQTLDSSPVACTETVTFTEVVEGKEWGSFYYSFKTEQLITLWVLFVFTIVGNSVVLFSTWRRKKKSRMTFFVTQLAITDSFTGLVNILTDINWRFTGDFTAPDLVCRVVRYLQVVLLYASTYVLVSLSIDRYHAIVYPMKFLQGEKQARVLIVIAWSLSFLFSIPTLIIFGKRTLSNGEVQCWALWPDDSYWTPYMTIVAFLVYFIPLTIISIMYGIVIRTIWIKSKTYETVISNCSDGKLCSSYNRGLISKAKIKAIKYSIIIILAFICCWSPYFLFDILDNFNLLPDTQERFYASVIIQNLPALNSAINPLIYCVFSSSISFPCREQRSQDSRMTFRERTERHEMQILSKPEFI
HttQ103 aggreg = mutant huntingtin aggregation inhibition; PC12 HttQ103-GFP aggregates, Acumen cytometry, 40 h; Potency, µM (top dose mostly 46.1 µM), for the others: at the highest dose activity change, negative = inhibition, usual class: inhibitors; hit rate 1.1% among 220,000; AID 1688; further: potency means the concentration at half of the fitted maximal effect; on the % scale 0 is the no-effect control and ±100 the full control effect; nearly all actives have a fitted effect of over 60% in size
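Aggregates are detected as GFP objects 1–25 µm with signal 6 STDEV over background in lysates of induced PC12 cells. These carry Huntingtin exon 1 with 103 glutamines fused to GFP under an ecdysone promoter; compounds titrated.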
An asterisk follows results filed as active; ? = inconclusive; . = no result given; & = joins results of further samples; [ ] = dose if it differs, or a comment. Unless noted, the call rests on the fitted dose curve; in most records, active means well fitted curve in the direction sought with a large enough effect; inconclusive means small, poorly fitted or top-dose-only effect, or another doubt; inactive means no such curve, though single readings can be large; an effect the other way counts as inactive or inconclusive. Some of the compounds tested (hit frequency here may not be typical).

molecule,IMPase Li cell,LMNA splice mod,Epigenetic reg,KinaseGlo FLuc,CBFb-RUNX1 inh,NPSR antagonist,HttQ103 aggreg
Fc1ccccc1OCCCCCN1CCCC1,13%,-3%,0.0%,2%,1%,15%,-9%
COc1ccc(S(=O)(=O)N2CCCCC2)cc1Br,19%[38.3 µM],2%,-1.1%,1%,7%,-13%[46.1 µM],5%
Nc1nc(CN2CCN(Cc3ccccc3)CC2)nc(N2CCCc3ccccc32)n1,10%,?,0.3%,-3%,-2%,2%,?
C/C(=N/OC(=O)c1ccc(C)cc1)c1ccc(N2C(=O)C3CCCCC3C2=O)cc1 (stereo not drawn),.,0%,-2.1%,.,5%,-18%[46.1 µM],-1%
NC(=O)CC(NC(=O)Cc1ccc(Cl)cc1)c1ccc(NC2CCCC2)c([N+](=O)[O-])c1 (stereo not drawn),.,.,0.5%,.,3%,13%,35%[9.22 µM]
COc1ccc(NC(=O)/C=C/c2ccc3c(c2)OCO3)cc1,4%,.,0.0%,-15%,-3%,-9%,.
COCCN=c1scc(-c2cccs2)n1/N=C(\C)c1ccco1,15%,-7%[9.22 µM],-0.1%,-1%,?,-43%,15%
CCOc1cc(/C=C/C(=O)Nc2ccc(C(=O)NCCN(CC)CC)cc2)ccc1OCC(C)C,29%,12%[9.22 µM],5.6%,1%,11%,-15%,?
COc1ccc(-c2[nH]c(-c3ccc(Cl)cc3)nc2SCC(=O)Nc2nccs2)cc1,14%,-3%,1.2%,-1%,0%[2.36 µM],-23%,-2%
Nc1cc(-c2ccc(Br)cc2)nn1S(=O)(=O)c1ccccc1,7%,2%,0.0%,-1%,-3%,-1%,11%

Another view of part of the listing above:
Under each structure – IMPase Li cell | LMNA splice mod | Epigenetic reg | KinaseGlo FLuc | CBFb-RUNX1 inh | NPSR antagonist | HttQ103 aggreg
- C/C(=N/OC(=O)c1ccc(C)cc1)c1ccc(N2C(=O)C3CCCCC3C2=O)cc1 (stereo not drawn)
  . | 0% | -2.1% | . | 5% | -18%[46.1 µM] | -1%
- Fc1ccccc1OCCCCCN1CCCC1
  13% | -3% | 0.0% | 2% | 1% | 15% | -9%

(next part)
molecule,IMPase Li cell,LMNA splice mod,Epigenetic reg,KinaseGlo FLuc,CBFb-RUNX1 inh,NPSR antagonist,HttQ103 aggreg
CCOC(=O)c1ccc(N2CCN(c3ccccc3F)CC2)c(NC(=O)Nc2ccccc2)c1,5%,5%,0.0%,-2%,-1%,-27%,-11%
CCc1ccc(NC(=O)C(C)OC(=O)c2ccc(NS(=O)(=O)c3ccc(C)c([N+](=O)[O-])c3)cc2)cc1 (stereo not drawn),-1%,?,-1.3%,-2%,0%,-43%,-11%
COc1ccc(CC(=O)N(CC2CCCO2)c2nc3ccccc3s2)cc1 (stereo not drawn),.,-13%,-0.9%,.,6%,-13%[46.1 µM],22%
C=CC1=C2C=C(C3CC3)N(Cc3ccc4c(c3)OCO4)C=C2C(=O)C(C)(OC(=O)c2ccco2)C1=O (stereo not drawn),-1%,?,.,-1%[7.66 µM],-1%[13.1 µM],.,.
Cc1ccc(OCC(O)CN2C(=O)NC(C)(C)C2=O)cc1C (stereo not drawn),-6%[38.3 µM],-5%,0.0%,7%,7%,-6%[46.1 µM],-8%
Cc1ccc(C(=O)Nc2nc(=O)n(C(=O)c3ccccc3Cl)s2)cc1,23%[38.3 µM],2%,-5.4%,-1%,-10%,-21%[46.1 µM],-17%
Cc1onc(-c2ccccc2)c1C(=O)Nc1ccc(S(=O)(=O)Nc2nccs2)cc1,.,.,0.2%,.,-3%,-4%,13%[9.22 µM]
CC(=O)c1ccc(N2CCN(c3ccc(S(=O)(=O)NCCCN(C)C)cc3[N+](=O)[O-])CC2)cc1,12%,?,-0.3%,3%,2%,-1%,?
Cc1ccc(C)c(N2CCN(c3cnn(-c4nc5ccccc5s4)c(=O)c3Cl)CC2)c1,-5%,-18%,-1.0%,-11%,4%,-10%,1%
COc1ccccc1/C=C/C=N/n1c(-c2cc(-c3ccccc3)n[nH]2)n[nH]c1=S,.,.,-0.2%,.,-6%,37%,?
CCNC(=S)Nc1sc2c(c1C#N)CCC(C)C2 (stereo not drawn),.,.,1.0%,.,11%,-1%,-2%[9.22 µM]
O=C(NN1C(=O)C2C3c4ccccc4C(c4ccccc43)C2C1=O)c1ccc(Cl)cc1 (stereo not drawn),14%,-8%,-0.9%,2%,2%,-9%,10%
CCCOC(=O)CCCC[C@H]1SC[C@@H](NC(=O)OC)[C@H]1NC(=O)OC,1%,-3%,-0.1%,4%,7%,7%,-7%
COc1ccc(CNS(=O)(=O)NCc2ccccc2)cc1,5%,?,-2.1%,-4%,-4%,8%,?
O=C(NNC(=O)c1cccs1)c1ccc(Cl)c([N+](=O)[O-])c1,3%,-17%,-0.9%,-2%,4%,-6%,11%
CCc1ccc(OC)c(S(=O)(=O)Nc2ccccc2C)c1,16%[38.3 µM],-8%,-2.0%,0%,8%,8%[46.1 µM],-3%
Cc1onc(-c2ccccc2Cl)c1C(=O)NC1CCS(=O)(=O)C1 (stereo not drawn),-3%[38.3 µM],4%,4.1%,-6%,1%,0%[46.1 µM],-5%
CN(Cc1ccccc1)c1nc2c(c(=O)n(C)c(=O)n2C)n1CCSc1ncccn1,24%[38.3 µM],1%,17%,-2%,5%,-4%[46.1 µM],?
COCCCNC(=O)CCn1c(=O)c2ccccc2n(CC(=O)Nc2c(C)cccc2C)c1=O,25%[38.3 µM],-3%,0.0%,4%,7%,-16%[46.1 µM],5%
O=S(=O)(c1ccc(F)cc1)n1ccc(-c2cccc(OCc3ccc(Cl)cc3Cl)c2)n1,13%[38.3 µM],6%,0.9%,0%,2%,-9%[46.1 µM],-11%
Cc1cc(C)n(-c2ccc(OCC(=O)O)nn2)n1,-1%[38.3 µM],-2%,-0.7%,-1%,10%,-7%[46.1 µM],-1%
Cc1ccccc1NC(=O)CNc1ccccc1N1CCCCC1,11%[38.3 µM],?,0.4%,12%,-9%,-28%[46.1 µM],2%
Cc1ccccc1NC(=S)NC(C)CCc1ccccc1 (stereo not drawn),.,-3%,-0.9%,.,-10%,-3%[46.1 µM],9%
CCC(=O)Nc1c(-c2ccccc2)c(=O)c2ccccc2n1C,.,.,-1.4%,.,-4%,7%[7.67 µM],12%[9.22 µM]
CCOC(=O)c1ccccc1NC(=O)Cn1cnc2c(nnn2-c2ccc(C)cc2)c1=O,21%[38.3 µM],-1%,0.0%,-2%,3%,0%[46.1 µM],-10%
COc1ccccc1N1CCN(C(=O)c2cc3cc(Br)ccc3oc2=O)CC1,-2%[38.3 µM],-12%,0.8%,-1%,0%,-8%[46.1 µM],3%
O=c1oc2ccccc2n1CSc1nc2ccccc2s1,11%[38.3 µM],?,-3.1%,-2%,-2%,?,7%[9.22 µM]
O=C(CSc1nnc2n(C3CCCCC3)c(=O)c3ccccc3n12)OC1CCCCC1,4%[38.3 µM],0%,0.2%,-1%,-4%,2%[46.1 µM],5%
Cc1ccc(C(=O)COc2ccccc2-c2ccccc2)cc1,7%,?,0.0%,3%,2%,-17%[46.1 µM],-7%
O=C(O)c1ccccc1Nc1cccc(OCc2ccc3ccccc3n2)c1,12%&31%,?,-0.2%&5.7%,-2%&2%,-24%,-19%[46.1 µM],.
CCSc1nc(-c2ccccc2)c(C#N)c(=O)[nH]1,2µM*,-10%,0.0%,9%,5%,18%[46.1 µM],-7%
Cc1cccc(Cn2c(N3CCCCC3C)nc3c2c(=O)[nH]c(=O)n3C)c1 (stereo not drawn),21%,-4%,-1.0%,1%,-9%,-11%[46.1 µM],-7%
CCCc1cc(C(=O)Nc2sc(C)c(C)c2C(=O)OCC)no1,16%[38.3 µM],-7%,1.3%,2%,3%,-2%[46.1 µM],-19%
Cc1cc(=O)oc2cc(OCC(=O)Nc3nnc(C(C)C)s3)ccc12,-28%[38.3 µM],-5%,0.0%,2%,3%,?,17%
Cc1ccc(C(O)P(=O)(OCc2ccccc2)c2ccc(N(C)C)cc2)cc1 (stereo not drawn),.,.,1.1%,.,4%,-9%,-5%[9.22 µM]
CCN(CC)S(=O)(=O)c1cccc(NC(=O)COC(=O)CCC(=O)c2cccs2)c1,5%,?,3.4%,2%,1%,-2%,7%
CCOCCCNC(=O)c1cc2c(-c3ccc(Cl)cc3)nn(C)c2s1,6%[38.3 µM],-2%,-1.0%,0%,4%,-25%[46.1 µM],-17%
CCCC(=O)Nc1nnc(CC(=O)N2CCCC2)s1,3%,2%,0.0%,8%,6%,3%[46.1 µM],?
Cc1ccc(O)c(C(=O)c2cnc3c(c2)COc2ccc(C)cc2-3)c1,24%,?,0.0%,-1%,?,-23%[46.1 µM],?
COC(=O)[C@H](CCSC)NC(=O)Nc1ccc(C(C)=O)cc1,-6%[38.3 µM],2%,?,3%,1%,7%[7.67 µM],9%
COCCSc1ccccc1C(=O)N1CCN(Cc2ccccc2)CC1,1%,.,0.0%,.,9%,4%,0%[9.22 µM]
COc1ccc(CN2CCC(N3CCC(C(=O)N4CCOCC4)CC3)CC2)c(F)c1,8%,.,0.8%,4%,12%,-15%,-18%
Cc1ccccc1NC(=O)Nc1ccc(C(F)(F)F)cc1,6%,.,-0.6%,0%,13%,-2%,11µM*
COc1cccc(CNC(=O)CSc2ccc(-c3ccccn3)nn2)c1,0%,.,-0.1%,10%,.,-2%,-22%
C=CCN=c1scc(-c2ccc(F)cc2)n1/N=C/c1ccccn1,9%,?,-1.0%,1%,?,4%,-23%
CCCCOc1ccc(N=Cc2cccs2)cc1,-4%,?,1.0%,-3%,-4%,-6%,4%
